From PubChem BioAssay
BioA inh = inhibitors of Mycobacterium tuberculosis BioA enzyme | purified M. tuberculosis BioA enzyme, plate reader | inhibition, % at 9.99 µM | 360,000 compounds, 0.096% hits; in the data active means inhibition above about 40%
Starred values were filed as active, the others as inactive; & = joins results of further samples.

Start of the data: the first two compounds (preview)
What do the screens show for `C[C@H](NC(=O)C[C@@H]1CC[C@@H](NC(=O)C2CCC2)[C@@H](CO)O1)c1ccccc1`?
BioA inh: -2.0

How did CC(C)C#Cc1cnc2c(c1)C(=O)N([C@@H](C)CO)C[C@H](C)[C@@H](CN(C)Cc1ccccc1)O2 do in these assays?
BioA inh: 0.3

Results (from the top)
What do the screens show for `C[C@H](NC(=O)C[C@@H]1CC[C@@H](NC(=O)C2CCC2)[C@@H](CO)O1)c1ccccc1`?
BioA inh: -2.0

How did CC(C)C#Cc1cnc2c(c1)C(=O)N([C@@H](C)CO)C[C@H](C)[C@@H](CN(C)Cc1ccccc1)O2 do in these assays?
BioA inh: 0.3

How did CC(=O)Nc1ccc2c(c1)C(=O)N(C)[C@H]1CC[C@H](CC(=O)NCC3CC3)O[C@@H]1CO2 do in these assays?
BioA inh: -0.1

How did Cc1ccccc1-c1ccc([C@@H]2[C@@H](CO)N3CCCCN(S(C)(=O)=O)C[C@@H]23)cc1 do in these assays?
BioA inh: 2.5

What do the screens show for `COc1ccc(CN(C)C[C@H]2Oc3c(NC(=O)C4CC4)cccc3C(=O)N([C@@H](C)CO)C[C@H]2C)cc1`?
BioA inh: -1.1

What do the screens show for `COc1ccc(S(=O)(=O)N(C)C[C@@H]2Oc3c(NC(=O)Nc4c(C)noc4C)cccc3C(=O)N([C@H](C)CO)C[C@@H]2C)cc1`?
BioA inh: -1.3

Results for C[C@@H](NC(=O)C[C@@H]1CC[C@H](NC(=O)Nc2ccc3c(c2)OCO3)[C@H](CO)O1)c1ccccc1 ?
BioA inh: 5.1

What do the screens show for `C/C=C/c1ccc2c(c1)O[C@@H](CN(C)S(=O)(=O)c1ccccc1OC)[C@@H](C)CN([C@@H](C)CO)S2(=O)=O`?
BioA inh: 0.8

What do the screens show for `C[C@@H]1CN([C@@H](C)CO)C(=O)CCCn2cc(nn2)CO[C@@H]1CN(C)Cc1ccccc1C(=O)O`?
BioA inh: -0.8

How did Cc1ccc(S(=O)(=O)N[C@H]2C=C[C@H](CC(=O)NCc3ccncn3)O[C@@H]2CO)cc1 do in these assays?
BioA inh: -4.6

How did C[C@H]1CN([C@@H](C)CO)C(=O)Cc2cc(NC(=O)Cc3ccccc3)ccc2O[C@H]1CN(C)C do in these assays?
BioA inh: -1.0

How did CCC(=O)N(C)C[C@H]1Oc2cc(C#CC3CCCCC3)ccc2S(=O)(=O)N([C@H](C)CO)C[C@H]1C do in these assays?
BioA inh: 1.9

What do the screens show for `C[C@H](O)C#Cc1cnc2c(c1)C(=O)N([C@@H](C)CO)C[C@H](C)[C@@H](CN(C)CC1CCOCC1)O2`?
BioA inh: 0.7

How did C[C@H](NC(=O)[C@H]1[C@H](CO)[C@H]2Cn3c(cccc3=O)[C@@H]1N2Cc1cccnc1)c1ccccc1 do in these assays?
BioA inh: -0.5

How did C[C@H]1CN([C@@H](C)CO)C(=O)c2cc(NC(=O)CCCN(C)C)ccc2O[C@H]1CN(C)C(=O)Nc1ccc2c(c1)OCO2 do in these assays?
BioA inh: 0.4

At a glance, part of the list above.
What do the screens show for `C[C@H](NC(=O)C[C@@H]1CC[C@@H](NC(=O)C2CCC2)[C@@H](CO)O1)c1ccccc1`?
BioA inh: -2.0

How did CC(C)C#Cc1cnc2c(c1)C(=O)N([C@@H](C)CO)C[C@H](C)[C@@H](CN(C)Cc1ccccc1)O2 do in these assays?
BioA inh: 0.3

How did CC(=O)Nc1ccc2c(c1)C(=O)N(C)[C@H]1CC[C@H](CC(=O)NCC3CC3)O[C@@H]1CO2 do in these assays?
BioA inh: -0.1

How did Cc1ccccc1-c1ccc([C@@H]2[C@@H](CO)N3CCCCN(S(C)(=O)=O)C[C@@H]23)cc1 do in these assays?
BioA inh: 2.5

New compounds follow:
Results for C[C@H]1CCCCO[C@H](CN(C)S(=O)(=O)c2cn(C)cn2)[C@@H](C)CN([C@@H](C)CO)C(=O)c2cc(NS(=O)(=O)c3cn(C)cn3)ccc2O1 ?
BioA inh: -2.0

Results for COc1ccccc1-c1cn(CC[C@H]2CC[C@@H](NC(=O)CCN3CCCCC3)[C@H](CO)O2)nn1 ?
BioA inh: 0.2

Results for CN(C)CC(=O)Nc1ccc2c(c1)[C@@H]1C[C@H](CC(=O)N3CCN(C)CC3)O[C@@H](CO)[C@@H]1O2 ?
BioA inh: -0.8

Results for C[C@@H]1CN([C@H](C)CO)C(=O)c2cc(NC(=O)CCC(F)(F)F)ccc2O[C@@H]1CN(C)Cc1ccncc1 ?
BioA inh: -1.2

What do the screens show for `C[C@H](CO)N1C[C@H](C)[C@@H](CN(C)S(=O)(=O)c2cn(C)cn2)Oc2ccc(NC(=O)Cc3cn(C)c4ccccc34)cc2CC1=O`?
BioA inh: 2.0

How did C[C@@H]1CN([C@H](C)CO)S(=O)(=O)c2ccc(C#CC3CC3)cc2O[C@@H]1CN(C)CC1CCOCC1 do in these assays?
BioA inh: 1.1

What do the screens show for `O=C(C[C@@H]1CC[C@@H]2[C@H](COC[C@@H](O)CN2C(=O)c2ccc3c(c2)OCO3)O1)NCCN1CCCCC1`?
BioA inh: -0.7

Results for Cc1noc(C)c1NC(=O)Nc1ccc2c(c1)CC(=O)N([C@@H](C)CO)C[C@@H](C)[C@H](CN(C)S(=O)(=O)c1cccs1)O2 ?
BioA inh: 3.3

How did Cc1noc(C)c1S(=O)(=O)N(C)C[C@@H]1Oc2ccc(NC(=O)NC(C)C)cc2CC(=O)N([C@@H](C)CO)C[C@H]1C do in these assays?
BioA inh: -2.6

How did COc1ccc(NC(=O)Nc2ccc3c(c2)C(=O)N([C@@H](C)CO)C[C@@H](C)[C@@H](CN(C)C(=O)Nc2ccc(OC)cc2)OCCCC[C@@H](C)O3)cc1 do in these assays?
BioA inh: -2.6

Results for CC(C)NC(=O)Nc1ccc2c(c1)CC(=O)N([C@H](C)CO)C[C@H](C)[C@H](CN(C)Cc1ccc(C(=O)O)cc1)O2 ?
BioA inh: 3.7

Results for O=C([C@@H]1[C@@H](CO)[C@@H]2Cn3c(ccc(-c4ccc(F)cc4)c3=O)[C@@H]2N1Cc1cocn1)N1CCOCC1 ?
BioA inh: 0.5

How did C[C@H](CO)N1C[C@H](C)[C@H](CN(C)Cc2ccc(Oc3ccccc3)cc2)Oc2c(NS(=O)(=O)c3cn(C)cn3)cccc2C1=O do in these assays?
BioA inh: 0.5

Results for C[C@@H]1CCCCO[C@H](CN(C)C(=O)Nc2ccc(C(F)(F)F)cc2)[C@@H](C)CN([C@H](C)CO)C(=O)c2cc(NC(=O)c3ccccc3)ccc2O1 ?
BioA inh: -0.9

Results for CN(C)CCCNC(=O)[C@@H]1[C@@H](CO)[C@@H]2Cn3c(ccc(C4=CCCC4)c3=O)[C@H]1N2Cc1cocn1 ?
BioA inh: 1.9

How did COc1ccccc1CN1CC[C@@H]2[C@H](CO)Nc3ccc(-c4cccc(F)c4)cc3[C@@H]21 do in these assays?
BioA inh: 14

What do the screens show for `CC(C)C(=O)Nc1ccc2c(c1)C(=O)N(C)[C@H]1CC[C@@H](CC(=O)O)O[C@H]1CO2`?
BioA inh: -2.2

How did COCC(=O)N(C)C[C@H]1Oc2ncc(C#C[C@H](C)O)cc2C(=O)N([C@H](C)CO)C[C@@H]1C do in these assays?
BioA inh: -4.0

What do the screens show for `C[C@H](CO)N1C[C@H](C)[C@@H](CN(C)Cc2ccc(C(=O)Nc3ccccc3N)cc2)Oc2ccc(NC(=O)Nc3ccc(C(F)(F)F)cc3)cc2C1=O`?
BioA inh: 0.2

Results for Cc1ccccc1S(=O)(=O)NCC[C@H]1CC[C@H](NC(=O)C2CCCCC2)[C@@H](CO)O1 ?
BioA inh: -3.1

How did COc1ccc(NC(=O)Nc2ccc3c(c2)C(=O)N([C@@H](C)CO)C[C@H](C)[C@H](CN(C)C)OCCCC[C@H](C)O3)cc1 do in these assays?
BioA inh: 0.9

How did COCC(=O)N(C)C[C@@H]1Oc2cc(C3=CCCC3)ccc2S(=O)(=O)N([C@H](C)CO)C[C@H]1C do in these assays?
BioA inh: 0.8

How did C[C@H]1CN([C@@H](C)CO)C(=O)c2cc(NS(=O)(=O)c3ccccc3)ccc2O[C@H]1CN(C)C(=O)Nc1ccc(F)cc1 do in these assays?
BioA inh: -0.9

How did C[C@@H]1CN([C@@H](C)CO)C(=O)c2cc(NC(=O)c3ccncc3)ccc2O[C@@H](C)CCCCO[C@@H]1CN(C)Cc1ccc(C(F)(F)F)cc1 do in these assays?
BioA inh: -2.0

Results for CCC(=O)Nc1ccc2c(c1)OC[C@@H](C)N(C(=O)C1CCC1)C[C@@H](C)[C@@H](OC)CN(C)C2=O ?
BioA inh: 5.4

How did C[C@@H]1CN([C@@H](C)CO)C(=O)c2cc(-c3ccncc3)cnc2O[C@H]1CN(C)C(=O)Cc1ccccn1 do in these assays?
BioA inh: -1.4

How did COc1ccc(NC(=O)N(C)C[C@H]2Oc3ccc(NS(=O)(=O)c4ccc(Cl)cc4)cc3C(=O)N([C@H](C)CO)C[C@H]2C)cc1 do in these assays?
BioA inh: 4.7

Results for CO[C@@H]1CN(C)C(=O)c2ccc(NS(C)(=O)=O)cc2OC[C@@H](C)N(C)C[C@H]1C ?
BioA inh: -1.1

What do the screens show for `O=C(C[C@@H]1CC[C@H]2[C@@H](COC[C@@H](O)CN2Cc2ccc(Oc3ccccc3)cc2)O1)N1CCN(c2ccccc2)CC1`?
BioA inh: 0.6

How did CC(C)NC(=O)[C@@]1(C)c2ccccc2C(=O)N(Cc2ccccc2)[C@H]1c1ccc(CO)cc1 do in these assays?
BioA inh: -0.4

5 records drawn at random from those above:
How did CCC(=O)N(C)C[C@H]1Oc2cc(C#CC3CCCCC3)ccc2S(=O)(=O)N([C@H](C)CO)C[C@H]1C do in these assays?
BioA inh: 1.9

Results for CO[C@@H]1CN(C)C(=O)c2ccc(NS(C)(=O)=O)cc2OC[C@@H](C)N(C)C[C@H]1C ?
BioA inh: -1.1

How did COc1ccccc1CN1CC[C@@H]2[C@H](CO)Nc3ccc(-c4cccc(F)c4)cc3[C@@H]21 do in these assays?
BioA inh: 14

Results for O=C([C@@H]1[C@@H](CO)[C@@H]2Cn3c(ccc(-c4ccc(F)cc4)c3=O)[C@@H]2N1Cc1cocn1)N1CCOCC1 ?
BioA inh: 0.5

What do the screens show for `O=C(C[C@@H]1CC[C@H]2[C@@H](COC[C@@H](O)CN2Cc2ccc(Oc3ccccc3)cc2)O1)N1CCN(c2ccccc2)CC1`?
BioA inh: 0.6

(list continues)
Results for Cc1ccc(S(=O)(=O)Nc2ccc3c(c2)C(=O)N([C@H](C)CO)C[C@H](C)[C@H](CN(C)Cc2ccccc2)OCCCC[C@H](C)O3)cc1 ?
BioA inh: 0.1

Results for CCC(=O)N1C[C@@H](C)[C@H](OC)CN(C)C(=O)c2ccc(NC(=O)Nc3ccccc3)cc2OC[C@H]1C ?
BioA inh: 1.8

What do the screens show for `C[C@H](CO)N1C[C@H](C)[C@H](CN(C)C(=O)NC2CCCCC2)Oc2ncc(/C=C/c3ccccc3)cc2C1=O`?
BioA inh: -0.1&1.6

What do the screens show for `C[C@@H]1CN([C@@H](C)CO)C(=O)c2c(c3ccccc3n2C)-c2ccccc2CO[C@H]1CN(C)S(=O)(=O)c1ccccc1`?
BioA inh: 0.2

What do the screens show for `CO[C@@H]1CN(C)C(=O)c2ccc(NC(=O)c3cccc(F)c3)cc2OC[C@@H](C)N(C)C[C@@H]1C`?
BioA inh: 6.2

How did C[C@@H](NC(=O)C[C@H]1C=C[C@H](NC(=O)Nc2ccc3c(c2)OCO3)[C@H](CO)O1)c1ccccc1 do in these assays?
BioA inh: 0.0

Results for C[C@@H]1CN([C@@H](C)CO)C(=O)Cc2cc(NC(=O)Nc3ccc4c(c3)OCO4)ccc2O[C@@H]1CN(C)S(C)(=O)=O ?
BioA inh: 3.4

How did CO[C@H]1CN(C)C(=O)c2cc(NC(C)=O)ccc2OC[C@H](C)N(C(=O)c2ccncc2)C[C@H]1C do in these assays?
BioA inh: -3.1

What do the screens show for `CO[C@@H]1CN(C)C(=O)c2ccc(NS(=O)(=O)c3ccccc3C)cc2OC[C@H](C)N(S(C)(=O)=O)C[C@H]1C`?
BioA inh: -0.2

Results for C[C@H]1CN([C@@H](C)CO)C(=O)c2cc(C#CC3CCCCC3)cnc2O[C@@H]1CN(C)S(C)(=O)=O ?
BioA inh: 0.6

How did C[C@@H]1CN([C@@H](C)CO)C(=O)c2cc(NC(=O)C3CC3)ccc2O[C@H]1CN(C)Cc1ccc(C(F)(F)F)cc1 do in these assays?
BioA inh: 2.7

What do the screens show for `CCCNC(=O)N1C[C@H]2[C@@H](c3ccccc31)[C@H](CO)N2Cc1cc(F)ccc1F`?
BioA inh: -2.5

What do the screens show for `C/C=C/c1cnc2c(c1)C(=O)N([C@@H](C)CO)C[C@@H](C)[C@H](CN(C)C(=O)C1CC1)O2`?
BioA inh: -0.5

Results for C[C@@H]1CCCCO[C@@H](CN(C)Cc2ccc(C(F)(F)F)cc2)[C@@H](C)CN([C@H](C)CO)C(=O)c2cc(NC(=O)CCCN(C)C)ccc2O1 ?
BioA inh: 1.9

Results for C[C@H]1CN([C@@H](C)CO)C(=O)c2cccc(NS(=O)(=O)c3ccccc3)c2O[C@H]1CN(C)Cc1ccc(Cl)c(Cl)c1 ?
BioA inh: 0.0

What do the screens show for `C[C@H](NC(=O)[C@@H]1[C@@H](CO)[C@@H]2Cn3c(cccc3=O)[C@H]1N2Cc1ccncc1)c1ccccc1`?
BioA inh: -0.4

What do the screens show for `COCC(=O)Nc1ccc2c(c1)[C@@H]1C[C@@H](CC(=O)NC3CCCCC3)O[C@@H](CO)[C@@H]1O2`?
BioA inh: -1.4

How did CS(=O)(=O)N1CCCCN2[C@H](C1)[C@@H](c1ccc(-c3cccc(C#N)c3)cc1)[C@@H]2CO do in these assays?
BioA inh: 2.2

What do the screens show for `O=C(C[C@@H]1CC[C@@H]2[C@H](COC[C@@H](O)CN2Cc2ccccc2F)O1)N[C@H]1CCN(Cc2ccccc2)C1`?
BioA inh: 0.3

An excerpt; count on the stated rates, not on these rows.
